# esBAF inh: Bmi1 luciferase reporter increase in mESCs, primary screen, esBAF inhibitor project, mouse ES cells, Bmi1 luciferase knock-in, single point | AID 602393, 2012 | reporter increase, % at 12.5 µM | 24 h; 100% = twice the neutral-well signal | 350,000 compounds, 2% hits; in the data active = activation above about 40%; inconclusive = no clear call, values can overlap the other calls;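 also: 0% = median of the plate's neutral control wells and 100% = double that signal; a rise in the Bmi1 reporter signal indicates esBAF inhibition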
# RAD54 branch: inhibitors of human RAD54 branch migration, primary screen, biochemical, fluorescence, single point. AID 602329, 2012. 360,000 compounds, 0.14% hits. DNA repair and recombination protein RAD54-like (Homo sapiens), Q92698. inhibition, % at 10.4 µM. RAD54 Holliday junction branch migration, FAM/BHQ fluorescence;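 active = mean normalized replicate activity at least 40 and at least half of replicates scoring 40 or more; inconclusive = only one of the two criteria met; inactive = mean below 40 and under half of replicates reaching 40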;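 also: 0% = median of neutral control wells and 100% = median of positive control wells; inhibitors cause a drop in the FAM fluorescence signal; in these data hits start at about 50%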
# Target sequence (Q92698 whole entry, looked up): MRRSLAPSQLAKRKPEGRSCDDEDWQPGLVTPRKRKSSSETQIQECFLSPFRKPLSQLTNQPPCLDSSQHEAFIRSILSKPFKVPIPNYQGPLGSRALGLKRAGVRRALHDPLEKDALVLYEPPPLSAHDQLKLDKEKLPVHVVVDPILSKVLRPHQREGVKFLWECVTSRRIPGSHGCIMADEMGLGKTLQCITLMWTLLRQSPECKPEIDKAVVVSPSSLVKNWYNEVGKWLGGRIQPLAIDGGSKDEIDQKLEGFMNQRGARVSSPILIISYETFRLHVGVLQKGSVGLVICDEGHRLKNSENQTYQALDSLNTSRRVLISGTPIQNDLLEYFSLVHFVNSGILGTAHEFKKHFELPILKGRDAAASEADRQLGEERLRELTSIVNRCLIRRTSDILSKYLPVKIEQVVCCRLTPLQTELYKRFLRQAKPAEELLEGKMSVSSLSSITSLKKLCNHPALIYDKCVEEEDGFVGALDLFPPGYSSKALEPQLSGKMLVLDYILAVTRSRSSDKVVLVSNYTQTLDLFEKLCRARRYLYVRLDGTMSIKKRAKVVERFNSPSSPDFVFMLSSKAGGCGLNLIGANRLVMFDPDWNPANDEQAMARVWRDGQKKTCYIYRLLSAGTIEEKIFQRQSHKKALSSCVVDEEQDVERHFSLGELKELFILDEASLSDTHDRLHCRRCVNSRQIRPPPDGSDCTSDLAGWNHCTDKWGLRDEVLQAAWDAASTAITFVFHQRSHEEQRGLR
# * hit, by the source's call; u = inconclusive. Not all compounds are listed; count on the stated rates, not on these rows.
SMILES,esBAF inh,RAD54 branch
O=C(CCl)N1c2ccccc2Sc2ccc3ccccc3c21,3.0,-1.6
COc1ccc(OC)c(C2C(C(C)=O)=C(O)C(=O)N2CCc2ccc(OC)c(OC)c2)c1 (stereo unspecified),-5.2,-5.6
CC(=O)Oc1ccc(-c2cccc(C(=O)Oc3ccccc3)c2)cc1,-3.8,3.5
C=CCNS(=O)(=O)c1nc(C)c(Cl)c(C)c1C#N,16.4,-5.5
CC(=O)c1nn(-c2cccc(Br)c2)cc1C(=O)c1ccc2ccccc2c1,0.3,-8.4
O=C1c2ccccc2C(=O)N1CCc1csc(NNc2nc(CCN3C(=O)c4ccccc4C3=O)cs2)n1,0.6,-0.7
CC1=C(C(=O)Nc2ccccc2)C(c2ccc(C)o2)n2c(s/c(=C\c3ccco3)c2=O)=N1 (stereo unspecified),-4.5,0.5
O=C(Nc1ccc(Cl)cc1C(=O)Nc1ccccn1)c1ccco1,-4.2,3.2
CCCCC(=O)NCCc1cc2c(OC)ccc(OC)c2[nH]c1=O,-7.6,2.3
COC(=O)C1(Cc2ccccc2)NC(c2ccccc2C)C2C(=O)N(c3ccc4c(c3)OCO4)C(=O)C21 (stereo unspecified),-0.6,1.5
Cc1ccc(Nc2nc(N)nc(N)c2N=O)cc1C,25.2,0.4
Cc1cc(S(=O)(=O)Nc2cccnc2)c(C)s1,-8.9,10.4
CCn1cc(/C=N/NC(=O)c2ccc3c(c2)OCO3)c(C)n1,11.0,-5.6
Cc1ccc(OCc2ccc(C(=O)Nc3nccs3)o2)cc1,21.4,-7.7
CCOC(=O)N1CCC2(CC1)CC(=O)c1cc(O)ccc1O2,0.9,-5.6
O=C(Nc1cccc(-c2cnc3ccccc3n2)c1)c1cccc(NC(=O)c2ccco2)c1,18.2,6.2
Cc1cc(C)n(CC(=O)N/N=C/c2ccco2)n1,3.0,-2.1
Cn1c(=O)c2c(nc(CN3CCN(c4ccccc4)CC3)n2CCc2ccccc2)n(C)c1=O,-4.5,-3.5
COc1cc2c(cc1O)C(SC)=NC(C)(C)C2,0.4,10.5
COc1cc(/C=C2/C(=O)ON=C2C)ccc1OCc1ccccc1F,u,-7.5
CCCc1cc(=O)[nH]c(SCC(=O)N2CCC(C)CC2)n1,2.4,1.5
O=C(Nc1ncc2c(n1)CC(c1ccco1)CC2=O)c1ccc(Cl)cc1 (stereo unspecified),15.8,-6.8
COc1ccc(-c2cnn3c4c(c(C)nc23)CCN4C2CCCC2)cc1OC,1.7,2.2
CC(NC(=O)Cn1nc(-c2ccccc2)c2ccccc2c1=O)c1ccccc1 (stereo unspecified),-5.4,-3.3
O=C1COc2ccc(C(=O)COC(=O)Cn3cnc4ccccc43)cc2N1,11.8,-2.3
COc1ccc(C(=O)Nc2ccc(S(=O)(=O)Nc3cc(C)nc(C)n3)cc2)c(OC)c1,4.9,-12.3
Cc1cc(Cl)ccc1OCCCC(=O)NCC1CCCO1 (stereo unspecified),-1.4,-5.2
CCOC(=O)CNC(c1ccccc1)c1cc(Br)ccc1NC(=O)OCC (stereo unspecified),-6.5,3.5
COc1cc(C2NC(=S)NC(C)=C2C(=O)OC(C)C)ccc1OC(C)C (stereo unspecified),-8.1,-2.3
CCC(Sc1nnc(C)s1)C(=O)Nc1nccs1 (stereo unspecified),-4.7,-6.0
CN(C)Cc1nc2ccccc2c(=O)n1Cc1nc(-c2cc3ccccc3o2)cs1,6.3,-9.7
CC(C)(C)OC(=O)N1CCC[C@H]1c1nnc(SCc2ccccc2F)o1,18.6,-16.8
C=CCn1c(=O)c2c3c(sc2n2c(Nc4ccccc4)nnc12)CCCC3,0.9,1.3
COc1ccc(S(=O)(=O)NC2(C(F)(F)F)N=C3SCCN3C2=O)cc1 (stereo unspecified),-3.3,-2.0
Cn1cc(-c2coc3c(C(=O)NCc4cccs4)cccc23)cn1,8.5,6.7
O=C(COC(=O)c1cccs1)NCCN1C(=O)CSC1=O,-2.2,3.5
O=C(c1ccc(Br)o1)N1CCN(Cc2ccc3c(c2)OCO3)CC1,9.5,2.3
CCCS(=O)(=O)NC(=O)C1(C)CCCN(C(=O)c2cncc(Br)c2)C1 (stereo unspecified),2.3,-7.0
C=C(C)CSC1=C(C#N)C(c2ccsc2)CC(=O)N1 (stereo unspecified),2.2,-2.3
CCOC(=O)Cn1c2c(c(=N)c3ccccc31)CCC2,-3.0,-12.7

# The last 3 records of the part above are carried over, then new ones follow:
SMILES,esBAF inh,RAD54 branch
CCCS(=O)(=O)NC(=O)C1(C)CCCN(C(=O)c2cncc(Br)c2)C1 (stereo unspecified),2.3,-7.0
C=C(C)CSC1=C(C#N)C(c2ccsc2)CC(=O)N1 (stereo unspecified),2.2,-2.3
CCOC(=O)Cn1c2c(c(=N)c3ccccc31)CCC2,-3.0,-12.7
Cc1ccc(-c2nn(C)c(=O)c3ccccc23)cc1CNC(=O)CN1CCOCC1,15.0,-2.1
CCCC(c1nnnn1Cc1ccco1)N1CCN(C(=O)c2ccco2)CC1 (stereo unspecified),-3.1,-15.3
c1ccc(C(Cc2nc(-c3ccccn3)no2)c2ccccc2)cc1,28.7,-6.0
COc1cccc(OCc2nnc(SCC(=O)OC3CCCCC3)n2C)c1,0.4,-4.7
O=C(COC(=O)CCC(=O)c1ccc(Cl)cc1)NCC1CCCO1 (stereo unspecified),2.6,-2.9
Cc1nn(-c2cc(N3CCCC3)ccc2[N+](=O)[O-])c(=O)c2ccccc12,-2.1,-3.7
Cc1ccc(-c2nnc(NC(=O)Cc3ccc(F)cc3)o2)c(C)c1,-5.8,-2.5
O=C(Nc1ccccc1C(=O)Nc1ccc2c(c1)OCO2)c1ccco1,12.3,9.8
CCS(=O)(=O)N1CCCC(C(=O)NCCN(C)Cc2ccccc2)C1 (stereo unspecified),-11.7,-4.2
CC(Sc1nc(-c2ccccc2)cc(C(F)(F)F)n1)C(=O)N1CCOCC1 (stereo unspecified),-5.7,5.2
COCCOC(=O)C1=C(C)N(Cc2ccccc2)C(=O)NC1c1cccc(OC)c1OC (stereo unspecified),9.8,-6.3
Cc1cc(C(F)(F)F)nc(Nc2nc(C)c3ccccc3n2)n1,-5.8,-10.7
O=C(CC(C(=O)O)C1CCCO1)Nc1cccc(C(F)(F)F)c1 (stereo unspecified),-2.3,-0.5
CCCC1CC(c2csc(N)n2)CCO1 (stereo unspecified),-3.5,-9.4
Cc1ccc(Nc2nc3c([nH]2)c(=O)[nH]c(=O)n3C)cc1,-4.3,-0.8
COc1ccc(-c2nnc(SCc3ccccn3)n2C)cc1,11.0,-3.6
O=C(NCc1ccccc1)c1cccc2c(-c3ccc(F)c(F)c3)coc12,4.2,4.1
Cc1ccc(-c2nnc(CSc3nnc(COc4cccc5ccccc45)n3-c3ccccc3)o2)cc1,-15.8,-2.8
COC(=O)c1cccc(NC(=O)CN2CCN(Cc3ccccc3)CC2)c1,4.5,6.7
Cc1ccc(NC(=O)C2(N(C(=O)Cn3nnnc3N)c3ccc(C)cc3)CCCCC2)cc1,-3.5,8.2
Cc1cc(C)n(-c2nc3ccccc3c(=O)n2OCc2ccc(F)cc2)n1,8.7,-1.2
O=C(NCC1CCCO1)c1ccc(Cl)c(F)c1F (stereo unspecified),-5.1,-14.1
COC(=O)C(/C=N/OCc1ccc([N+](=O)[O-])cc1)NC(=O)c1cccc(Cl)c1 (stereo unspecified),-1.1,-7.3
O=C1/C(=C/c2ccc3c(c2)OCO3)Oc2cc(OCC(=O)N3CC(O)C[C@H]3C(=O)O)ccc21 (stereo partly specified),-0.9,-1.1
S=c1[nH]nc(-c2ccncc2)n1Cc1ccco1,0.2,-3.5
COc1ccccc1NS(=O)(=O)c1ccc2oc(SC3CCOC3=O)nc2c1 (stereo unspecified),2.3,-7.8
CCOC(=O)c1ccc(NC(=O)CSc2nc(NC(=O)c3ccccc3)c3c(C)c(C)oc3n2)cc1,-8.2,9.5
O=C(CCSc1ccccc1)N1CCOCC1,8.0,-4.4
CC(=O)c1cccc(NC(=O)N2CCCC2C(=O)NCc2ccc(F)cc2)c1 (stereo unspecified),-3.0,-8.3
O=C(O)c1ccc(NC(=O)C2CCCCC2)cc1,-0.2,5.2
CC(C)n1ncc(C(N)=O)c1N,-3.7,-4.5
CC(C)(C)n1ncc2c(=O)n(CC(=O)c3ccccc3)cnc21,18.8,5.5
O=S(=O)(c1ccc(F)cc1)N1CCN(c2ncnc3c2cnn3-c2ccccc2)CC1,-0.5,-4.0
Cn1c2c(c(=O)n(C)c1=O)C(NS(=O)(=O)c1ccc(Cl)cc1)(C(F)(F)F)C(=O)N2 (stereo unspecified),-8.8,-6.4
CCN(CC)c1ccc(C(=S)N2CCN(c3ccccc3)CC2)cc1,-3.4,-6.5
Cc1nnc(SCc2cn3ccsc3n2)n(N)c1=O,-5.4,-6.2
COc1ccccc1-c1cn[nH]c(=S)n1,-5.0,-2.1
Cc1ccc(S(=O)(=O)NCCC(=O)NCc2ccc3c(c2)OCO3)cc1C,1.0,-43.9
COCCn1nnnc1C(CC(C)C)N1CCN(c2cccc(OC)c2)CC1 (stereo unspecified),-15.4,0.0
CCOc1ccc(CNn2nnnc2N)cc1,-6.4,10.6

# Entries of single compounds, quoted from the list:
# Entry for Cc1ccc(S(=O)(=O)NCCC(=O)NCc2ccc3c(c2)OCO3)cc1C → esBAF inh: 1.0; RAD54 branch: -43.9
# Entry for Cn1c2c(c(=O)n(C)c1=O)C(NS(=O)(=O)c1ccc(Cl)cc1)(C(F)(F)F)C(=O)N2 (stereo unspecified) → esBAF inh: -8.8; RAD54 branch: -6.4

# More compounds
SMILES,esBAF inh,RAD54 branch
CCC(=O)N1c2ccc(S(=O)(=O)CCC(=O)NCc3ccc4c(c3)OCO4)cc2CC1C (stereo unspecified),-1.1,-16.8
COc1ccc(O)c(-c2cc(C(F)(F)C(F)F)nc(-c3ccccc3)n2)c1,1.7,5.1
Cc1cc(C)cc(N(CC(=O)NCC2CCCO2)C(=O)CCC(=O)Nc2cc(C)on2)c1 (stereo unspecified),-1.6,2.9
CCCNCc1cc(OC)c(OCCC)cc1Cl,3.7,-9.3
Cn1c(=O)c2c(nc(N3CCNCC3)n2Cc2cccc3ccccc23)n(C)c1=O,-1.0,-2.8
c1ccc(N2CCN(Cc3ccnc4ccccc34)CC2)cc1,-3.2,-12.0
O=C(NCC(=O)N(c1ccc2c(c1)OCCO2)C(C(=O)NC1CCCC1)c1ccco1)c1ccco1 (stereo unspecified),-2.7,-7.3
Cc1cc2ccccc2nc1SCC(=O)Nc1nc(-c2ccccc2)cs1,-9.4,2.4
COC(=O)C1=C(C)N(Cc2ccc(C)cc2)C(=O)/C1=C\c1ccc(O)c(OC)c1,-4.9,3.2
CCOC(=O)c1[nH]c2cc3c(cc2c1NC(=O)CN1CCC2(CC1)OCCO2)OCO3,7.3,-5.1
Cc1ccc(N(CC(=O)NC2CCCCCC2)S(=O)(=O)c2c(C)nn(C)c2C)cc1,-6.1,6.1
CC1(C)OC(=O)N(c2ccccc2)C12C=Cc1cc(Br)ccc1O2 (stereo unspecified),8.3,2.1
O=C(c1ccc(S(=O)(=O)N2CCOCC2)cc1)N1CCCc2ccccc21,10.0,-10.7
CCOc1cc(C2C(C#N)=C(N)Oc3n[nH]c(CC)c32)ccc1OCCN1CCOCC1 (stereo unspecified),0.7,-4.9
COc1ccc(/C=C/C(=O)c2cc(Br)ccc(=O)c2O)cc1,-9.9,4.9
O=C(O)C1CCCNC1 (stereo unspecified),14.4,-13.0
CCn1ccc(C(=O)NC2=C(C#N)CCC2)n1,-9.2,-10.6
CC(=O)c1cccc(NC(=O)N2C3CCC2CC(O)(c2cccnc2)C3)c1 (stereo unspecified),-1.3,11.7
O=C(COC(=O)Cc1cn2ccsc2n1)NC12CC3CC(CC(C3)C1)C2,-1.0,-26.7
N/C(=N\c1nc2c(c(=O)[nH]1)CCCC2)Nc1ccccc1,2.4,-0.6
Cc1cc(C)cc(OCc2nnc(SCC(=O)Nc3ccccc3)o2)c1,-11.7,-1.1
O=C(CSc1nc2ccccc2[nH]1)NCCN1CCCCC1,4.6,-0.7
CCN(CC)c1ccc(C(=O)n2cnc3ccccc32)cc1,34.6,5.1
CCOC(=O)N1CCC(C(N)=O)CC1,3.9,-7.8
O=C(Cc1ccccc1)NCCCN1CCN(CCCNC(=O)Cc2ccccc2)CC1,-0.6,-1.0
CC(C)c1nnc(NC(=O)CCC(=O)N2CCN(c3ccccn3)CC2)s1,-3.8,0.4
CC1(C)Cc2nc3sc4c(SCC(=O)NC(c5ccccc5)c5ccccc5)ncnc4c3cc2CO1,24.2,0.9
O=C(c1cccs1)N1CCN=C1SCc1cccnc1,1.2,-6.5
Cc1cnc(NC(=O)CN(C)S(=O)(=O)c2ccc(Cl)cc2)s1,2.8,-0.9
COC(=O)c1cc2c(-c3ccccc3)cc3ccccn3c-2c1C(=O)OC,-6.6,-11.1
Cc1cccc(N2C(N)=NC(N)=NC23CCCCC3)c1,5.7,-3.2
O=C(Cc1ccccc1)NC1CCN(C(=O)NCc2ccccc2)CC1,-5.9,-4.2
CC(C)OCC(O)CN1CCN(CC(O)COc2ccc3c(c2)OCO3)CC1 (stereo unspecified),-6.4,-3.9
CCNS(=O)(=O)c1ccc(NS(=O)(=O)c2cc(C)ccc2C)cc1,2.9,2.6
COc1ccc(C2=CC3=C(Br)C(=O)C(C)(O)C(=O)C3=CO2)cc1 (stereo unspecified),-6.5,-3.6
CCOC(=O)c1c(NC(=O)CSc2nnc3c(n2)[nH]c2ccc(F)cc23)sc(C(C)=O)c1C,-6.5,5.9
O=C(COc1cccc2cccnc12)NCC(F)(F)F,-10.0,-13.9
CC(C)CC1NC(=O)N(CC(=O)c2ccc3c(c2)OCCO3)C1=O (stereo unspecified),29.5,11.3
Nc1cccc(C(=O)Nc2ccccc2Cl)c1,2.1,4.9

# Screening results from PubChem.
